# Bioassay records (PubChem BioAssay)
# GPR55 antagonists = inhibition of LPI-stimulated GPR55 beta-arrestin translocation – imaging, U2OS, beta-arrestin-GFP, LPI agonist, primary screen (AID 2013) | U2OS GPR55 beta-arrestin-GFP translocation imaging, LPI antagonism; higher % means a stronger effect | one-dose inhibition, % at 10 µM; IC50 in µM for titrated hits | 0.13% of 290,000 active;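 active = spots per cell inhibited over 60%, with over 100 cells counted and total cytoplasm intensity under 500,000; inconclusive = wells with under 100 cells, flagged as likely toxic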;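 note: U2OS cells stably carrying GPR55 and arrestin-GFP stimulated by 5 µM LPI near EC80; imaged beta-arrestin-GFP aggregate spots per cell after agonist stimulation; plate controls were LPI-stimulated DMSO wells for no effect and DMSO wells without LPI for full effect; some results filed as inactive read as strong as hits; confirmed hits need IC50 under 10 µM and bright autofluorescent wells are also inconclusive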
# West Nile antiviral = inhibition of WNV-induced cytopathic effect – cell-based, CPE readout (AID 1621) | CPE inhibition, % at 10 µM; hits with a dose series show IC50 in µM | West Nile virus-infected cells, CPE inhibition; higher % means a stronger effect | 0.02% of 290,000 active; in the data active = a potency from the dose series; inconclusive = CPE inhibition mostly from about 3.7% at the one dose, without a potency; inactive = the rest, 99 in 100 with CPE inhibition below about 2.2%; note: strong numbers were not always called active
# GPR35 antagonists = GPR35 antagonists blocking zaprinast-driven arrestin recruitment, primary screen, imaging, U2OS, beta-arrestin-GFP, zaprinast agonist (AID 2058); 0.052% of 290,000 active; U2OS GPR35 beta-arrestin-GFP translocation imaging, zaprinast antagonism; higher % means a stronger effect; inhibition, % at 10 µM, or IC50 in µM where a hit was titrated;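 active = inhibition of at least 50% with at least 30 cells and total cytoplasm GFP at most 10,000,000; inconclusive = under 30 cells or total GFP of 10,000,000 plus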
# GPR55 beta-arrestin = selective activators of receptor GPR55 – imaging, U2OS cells, beta-arrestin-GFP redistribution, primary screen (AID 1961). one-dose activation, % at 10 µM; EC50 in µM for titrated hits. U2OS GPR55 beta-arrestin-GFP redistribution imaging; higher % means a stronger effect. 0.048% of 290,000 active;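 active = activation above 40% with more than 50 cells counted in the well; inconclusive = wells holding fewer than 50 cells, flagged as toxic or sparse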;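 note: U2OS osteosarcoma cells stably expressing GPR55 and beta-arrestin-GFP; plate controls were DMSO negative control for no effect and LPI positive control for full effect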
# Salmonella PhoP GFP = PhoP-dependent GFP reporter repression – Salmonella Typhimurium, primary screen (AID 1863); S. Typhimurium PhoP-regulated promoter GFP reporter, 4 h; higher % means a stronger effect; one-dose inhibition, % at 50 µM; IC50 in µM for titrated hits; 0.16% of 300,000 active;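 active = inhibition over 29.93%, a cutoff 3 SD above the screen mean, later confirmed by dose response; inconclusive = inhibition over 29.93% but no dose response follow-up; inactive = inhibition at most 29.93% or unconfirmed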;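 note: 0% = low Mg2+ inducing control and 100% = high Mg2+ repressing control; strong numbers were not always called active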
# KOR beta-arrestin-1 = kappa opioid receptor activators – cell-based, luminescence, uHTS, primary screen (AID 1777). KOR beta-arrestin recruitment, luminescence; higher % means a stronger effect. activation, % at 10 µM, or EC50 in µM where a hit was titrated. 0.02% of 280,000 active; in the data active = activation above about 50%, passing the limit was not always enough; note: a part of the inactive calls stands beside numbers as strong as those of hits
# NTR1 ag = agonists of NTR1, primary screen, imaging, U2OS cells, beta-arrestin-GFP, high content (AID 493036); NTR1-U2OS beta-arrestin-GFP spot imaging, agonist mode; activation, % at 20 µM; 0.17% of 330,000 active;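 active = activation at or above 40% of the spot to cytoplasm intensity ratio, with at least 20 cells analyzed; inconclusive = wells under 20 cells, flagged as cytotoxic or low count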;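 note: 0% = DMSO without peptide and 100% = 100 nM NTR1 peptide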
# Target sequence (P30989 whole entry, looked up): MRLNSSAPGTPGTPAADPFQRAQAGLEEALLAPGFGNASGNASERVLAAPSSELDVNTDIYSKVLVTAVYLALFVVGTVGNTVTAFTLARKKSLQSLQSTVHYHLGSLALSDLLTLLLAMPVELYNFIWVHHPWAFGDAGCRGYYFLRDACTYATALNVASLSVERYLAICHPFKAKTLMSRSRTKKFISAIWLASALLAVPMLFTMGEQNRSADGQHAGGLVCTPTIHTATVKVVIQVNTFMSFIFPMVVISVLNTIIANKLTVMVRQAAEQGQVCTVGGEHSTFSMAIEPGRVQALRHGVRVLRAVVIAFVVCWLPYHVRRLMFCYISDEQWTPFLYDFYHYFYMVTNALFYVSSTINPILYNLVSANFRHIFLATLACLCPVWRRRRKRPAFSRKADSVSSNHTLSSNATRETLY
# KOR beta-arrestin-2 = KOR antagonists, beta-arrestin recruitment, cell-based, luminescence, uHTS (AID 1778) | KOR beta-arrestin recruitment, luminescence, antagonist mode; higher % means a stronger effect | inhibition, % at 10 µM, or IC50 in µM where a hit was titrated | 0.091% of 290,000 active; in the data active = inhibition above about 50%; note: strong numbers were not always called active
# T cell HTS = modulates CD8 T cell binding to vesicles. 0.068% of 330,000 active. calls only at 7 µM. 2C CD8+ T cell-vesicle binding, flow cytometry; hits give low values;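 active = response, share of CD8 T cells binding vesicles, and their 90th percentile fluorescence all below set limits, cut at about 80% in these data, passing the limit was not always enough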
#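 Also added: QL9-peptide-loaded Drosophila micro-vesicles bearing Ld, ICAM-1 and B7-1; Test system: purified 2C TCR transgenic mouse naive CD8+ T cells; Measured by: cytometric PE anti-B7-1 and Alexa647 anti-CD8 signals after 1% paraformaldehyde fixation; Timing: binding step 1.5 h, 37 °C, antibody labelling 20 min, ice.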
# T cell HTS vesicle-bound % = also measured in T cell HTS; calls as there; double positive events, %; measured here: CD8+ vesicle-bound cell fraction;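 binding gate set so that unloaded-vesicle control wells show 10% double positive cells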
# NTR1 ag cell count 20 µM = also measured in NTR1 ag; calls as there; cell count; measured here: cell count, cytotoxicity flag
# Starred values were filed as active, the others as inactive; i = inactive; ? = inconclusive; · = no result given; [ ] = another dose, or the depositor's remark. No enrichment for hits; any-hit rate near 0.62%.
SMILES,GPR55 antagonists,West Nile antiviral,GPR35 antagonists,GPR55 beta-arrestin,Salmonella PhoP GFP,KOR beta-arrestin-1,NTR1 ag,NTR1 ag cell count 20 µM,KOR beta-arrestin-2,T cell HTS,T cell HTS vesicle-bound %
Cc1ccc2c(CN3CCN(CCO)CC3)cc(=O)oc2c1,7.7%,0.1%,-3.4%,0.0%,1.5%,-1.6%,-1.2,100,5.3%,i,56.6
CCC(CC)=NNC(=O)c1ccccc1OCc1ccc(F)cc1,3.5%,-0.6%,7.5%,2.0%,5.9%,-3.1%,0.7,69,-17.8%,i,3.8
COC(=O)CC/C(O)=C1\C(=O)CC(C)(C)CC1=NCc1nc2ccccc2[nH]1,13.2%,-0.2%,1.3%,-0.5%,2.2%,-1.8%,0.8,76,-4.0%,i,46.6
COc1ccc2nc(/N=C/c3cccc(OC)c3O)sc2c1,6.3%,0.1%,14.6%,0.0%,10.4%,-1.3%,0.5,79,40.3%,i,26.7
Cc1[nH]nc(-c2ccc(O)cc2O)c1-c1nc2ccccc2s1,8.2%,-0.4%,-5.2%,-0.4%,0.9%,-2.0%,0.8,105,33.8%,i,44.8
COc1cc2c(cc1OC)CN(C(=O)CCCOc1ccc(Cl)cc1Cl)CC2,9.4%,-0.5%,4.3%,-0.1%,8.4%,-1.8%,0.7,58,-6.5%,i,14.7
CC(C)CCNC(=O)C(c1ccco1)N(CCCO)C(=O)Cn1nnc(-c2ccc(F)cc2)n1 (stereo unspecified),12.7%,-1.7%,-6.8%,0.0%,-4.5%,-4.8%,2.4,60,3.3%[20 µM],i,33.5
CCN1CCN(S(=O)(=O)c2ccc(OC)c(Br)c2)CC1,-14.8%,-0.1%,-3.4%,0.2%,-5.3%,0.5%,-0.4,95,0.1%,i,38.3
CN(C)CCCn1cnc2c(c1=N)C(c1ccccc1)c1ccc3ccccc3c1O2 (stereo unspecified),28.6%,-2.3%,4.0%,0.0%,7.2%,-1.0%,13.7,40,-5.6%,i,51.8
CC(C)CNC(=O)COc1ccc(Sc2ccc(OCC(=O)NCC(C)C)cc2)cc1,9.0%,-0.4%,1.6%,-0.3%,-7.1%,-1.9%,2.3,82,-19.5%,i,32.5
CC(C)OCCCNC(=S)N1CCC(C(=O)c2ccc3c(c2)OCCO3)CC1,6.9%,-1.8%,-1.1%,-0.1%,-1.6%,-3.3%,0.2,38,-16.4%,i,6.2
O=C(CSc1nc2ccc(NC(=O)c3ccccc3C(=O)O)cc2s1)Nc1ccc(F)c([N+](=O)[O-])c1,-3.2%,0.0%,3.7%,0.0%,10.6%,3.7%,6.1,41,-18.6%,i,19.5
COc1ccc(NC(=O)CNC(=O)c2nn(-c3ccc(OC)c(Cl)c3)c(=O)c3ccccc23)c(OC)c1,13.8%,0.2%,-12.8%,-0.1%,-3.6%,2.4%,0.5,49,-40.9%,i,19.8
Cc1noc(C)c1CSc1ccccc1C(=O)N1CCN(c2ccccc2)CC1,-4.9%,-0.8%,-1.2%,0.2%,-7.9%,-3.5%,-2.6,70,-5.2%,i,40.2
Cc1ccnc(Nc2nc(-c3ccc(O)cc3)cs2)c1,10.3%,-1.6%,-4.4%,0.3%,0.7%,-0.9%,6.2,57,-12.4%,i,32.6
COc1cc(C(=O)NCc2nnc(SCC(=O)Nc3nc4ccccc4s3)o2)cc(OC)c1OC,-13.1%,0.6%,·,-0.3%,-1.6%,2.0%,-1.3,55,-31.9%,i,32.8
O=C(Cn1ncnn1)OCc1ccccc1Cl,7.0%,0.0%,-7.8%,-0.2%,5.6%,-1.4%,1.4,44,-1.2%,i,3.5
CC(C)COC(=O)C(C#N)c1nc2ccccc2nc1N1CCN(Cc2ccc3c(c2)OCO3)CC1 (stereo unspecified),8.3%,1.0%,-2.6%,-0.2%,-5.8%,1.0%,2.1,69,27.4%,i,27.9
O=C(CCc1ccccc1)NNc1cc(N2CCCCC2)nc(N2CCCCC2)n1,0.9%,-1.0%,4.9%,-0.6%,-4.6%,-1.7%,4.0,48,-27.0%,i,19.7
COc1ccc(CNC/C=C/c2ccccc2)cc1,-7.1%,-1.0%,5.0%,0.3%,-4.1%,-1.5%,0.4,49,-19.7%,i,56.6
CC(C)(C)NC(=S)Nc1cccc(C(F)(F)F)c1,-22.2%,-0.7%,1.0%,0.1%,-1.0%,3.8%,1.1,59,-44.8%,i,32.9
Cc1cccc(N(Cc2ccccc2)C(=O)CCl)c1,16.0%,?,15.5%,0.1%,13.7%,7.6%,·,·,-19.1%,·,·
COC(=O)Nc1ccc(S(=O)(=O)N(CCO)CC(F)(F)C(F)F)cc1,-14.3%,0.6%,-15.4%,0.2%,2.8%,0.1%,-1.9,82,25.6%,i,41.0
Cc1ccc(C(=O)OCC(=O)c2c(N)n(C)c(=O)n(C)c2=O)cc1S(=O)(=O)N1CCCCC1,-0.4%,-0.9%,-5.4%,0.6%,-15.9%,8.8%,0.3,82,-16.2%,i,3.1
CC(C)(C)OC(=O)NCCCC[C@H](NC(=O)c1nc[nH]c1C(=O)NCc1ccccc1)C(=O)OC(C)(C)C,8.7%,-0.2%,12.3%,-0.2%,5.5%,0.4%,10.3,94,13.0%,i,12.0
CCC(C(=O)c1ccc2ncccc2c1)c1ccccc1 (stereo unspecified),7.1%,-0.7%,-5.8%,0.0%,-5.4%,4.1%,1.8,76,27.8%,i,60.8
Cc1ccc(OCC(=O)Nc2ccc(N3CCN(S(C)(=O)=O)CC3)cc2)c(C)c1,9.3%,-0.3%,-1.8%,-0.1%,2.9%,·,0.6,40,-10.1%[20 µM],i,52.5
CC(=O)C(C)n1c(CN(C)Cc2ccccc2)nc2c1c(=O)n(C)c(=O)n2C (stereo unspecified),1.9%,-2.1%,2.4%,0.5%,4.2%,-4.7%,-0.7,46,-33.8%[20 µM],i,38.8
CCn1c(Cc2c(C)[nH]c3ccccc23)nnc1SCC(=O)NCc1ccco1,8.7%,0.3%,0.1%,-0.2%,-1.8%,-0.7%,0.5,58,-27.4%,i,30.7
CCOC(=O)Cc1csc(NS(=O)(=O)c2ccc3c4c(cccc24)C(=O)N3CC)n1,-0.6%,0.1%,1.8%,-0.2%,-13.1%,5.5%,-1.2,39,-8.5%,i,24.0

# Molecules from the list above containing a tert-butyl group:
SMILES,GPR55 antagonists,West Nile antiviral,GPR35 antagonists,GPR55 beta-arrestin,Salmonella PhoP GFP,KOR beta-arrestin-1,NTR1 ag,NTR1 ag cell count 20 µM,KOR beta-arrestin-2,T cell HTS,T cell HTS vesicle-bound %
CC(C)(C)NC(=S)Nc1cccc(C(F)(F)F)c1,-22.2%,-0.7%,1.0%,0.1%,-1.0%,3.8%,1.1,59,-44.8%,i,32.9
CC(C)(C)OC(=O)NCCCC[C@H](NC(=O)c1nc[nH]c1C(=O)NCc1ccccc1)C(=O)OC(C)(C)C,8.7%,-0.2%,12.3%,-0.2%,5.5%,0.4%,10.3,94,13.0%,i,12.0

# (continued)
SMILES,GPR55 antagonists,West Nile antiviral,GPR35 antagonists,GPR55 beta-arrestin,Salmonella PhoP GFP,KOR beta-arrestin-1,NTR1 ag,NTR1 ag cell count 20 µM,KOR beta-arrestin-2,T cell HTS,T cell HTS vesicle-bound %
O=[N+]([O-])c1cccc(C2=NCCS2)c1,9.0%,0.4%,-5.1%,0.3%,21.8%,4.0%,-0.1,66,-31.4%,i,41.5
Cc1cc(NCCCOC(C)C)n2c(nc3ccccc32)c1C#N,11.3%,-0.2%,-13.6%,0.3%,-6.2%,2.3%,3.0,55,2.4%[20 µM],i,55.7
Cc1cccn2c(=O)c3cc(C#N)c(=O)n(CC4CCCO4)c3nc12 (stereo unspecified),10.3%,0.8%,8.6%,0.6%,1.4%,8.2%,·,·,-27.6%,·,·
CC1=NCCN1S(=O)(=O)c1cccc([N+](=O)[O-])c1,14.2%,1.0%,-5.9%,-0.3%,-13.8%,-3.4%,0.6,53,-15.6%,i,38.0
CCOc1ccccc1NC(=O)Cn1nnc(C(=O)NCCc2ccc(OC)c(OC)c2)c1N,11.3%,-0.5%,-10.8%,0.2%,-5.3%,-3.1%,-0.2,87,-21.3%,i,44.7
CC(C)(C)OC(=O)N1Cc2ccccc2C[C@H]1C(=O)NCC(=O)NCC1CCCO1 (stereo partly specified),6.7%,-0.2%,5.6%,-0.1%,3.3%,-1.5%,0.5,68,-23.5%,i,19.0
CCOc1ccc2nc(N3C(=O)CNC3=S)sc2c1,3.5%,0.3%,14.4%,-0.3%,-7.3%,0.3%,0.1,55,16.4µM*,i,2.6
CC(C)(CNC(=O)/C=C/c1ccc(F)cc1)CNC(=O)/C=C/c1ccc(F)cc1,-7.8%,2.3%,-19.7%,-0.3%,8.3%,-3.9%,-0.3,53,24.7%,i,11.9
O=C(NC1CCCC1)c1nc2c(nnn2Cc2cccc(Cl)c2)c(=O)[nH]1,5.8%,-0.8%,-8.4%,0.2%,-7.7%,13.0%,0.5,60,-13.5%,i,45.6
COc1cccc(CNC(=O)CSc2nc3ccc(C)cc3[nH]2)c1,-3.0%,0.2%,2.0%,0.8%,1.5%,-22.4%,0.4,80,39.6%,i,47.6

# Single records (already shown). Screens in order: GPR55 antagonists | West Nile antiviral | GPR35 antagonists | GPR55 beta-arrestin | Salmonella PhoP GFP | KOR beta-arrestin-1 | NTR1 ag | NTR1 ag cell count 20 µM | KOR beta-arrestin-2 | T cell HTS | T cell HTS vesicle-bound %
# `O=C(NC1CCCC1)c1nc2c(nnn2Cc2cccc(Cl)c2)c(=O)[nH]1` in the list: 5.8% | -0.8% | -8.4% | 0.2% | -7.7% | 13.0% | 0.5 | 60 | -13.5% | i | 45.6
# `COc1cccc(CNC(=O)CSc2nc3ccc(C)cc3[nH]2)c1` in the list: -3.0% | 0.2% | 2.0% | 0.8% | 1.5% | -22.4% | 0.4 | 80 | 39.6% | i | 47.6
